Screens (PubChem)
Rad51 HR inh: human RAD51 strand exchange inhibitors, primary screen, biochemical, fluorescence. hit rate 0.085% among 200,000. hRad51 DNA strand exchange, fluorescence dequenching. inhibition, % at 10 µM. AID 1385, 2008;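 active means inhibition above 40% at the single screening dose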;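 further: 0% = DMSO control wells and 100% = blanks with heterologous ssDNA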
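Material: human Rad51–ssDNA filaments; Probe or stimulus: labelled 47-mer dsDNA for strand exchange; Doses: single 10 µM dose; Incubation: 37 °C 15-min filament assembly, 30-min compound preincubation, 15-min exchange; Technique: FRET fluorescence dequenching, excitation 485 nm, emission 520 nm; Measure: Fluorescence-based percent inhibition, control- and blank-normalised; Benchmarks: plate control and blank wells.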
EBV gp42 inh: Epstein-Barr virus gp42 inhibitors, primary screen, biochemical, uHTS, fluorescence polarization. Fluorescence polarization binding assay, mP read-out. inhibition, % (tested at 21.74 µM). hit rate 0.42% among 220,000. AID 1085, 2008; in the data active means inhibition above about 50%
Cl transport mod: KCC2 cotransporter modulators, thallium flux, primary screen, cell-based, HEK293 KCC2, FluoZin-2 fluorescence, MLSMR; Solute carrier family 12 member 5 (Homo sapiens), Q9H2X9; KCC2 cells, thallium flux FluoZin-2 fluorescence; B-score of Tl+ flux slope (higher = more flux/activation; lower = inhibition) at 10 µM; hit rate 2.2% among 190,000;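 active means thallium flux slope and its plate-corrected score both differing from the plate sample mean at a set confidence after two filtering rounds, in either direction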;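 further: slope of fluorescence scaled to starting intensity during 10 to 20 s after thallium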
Furin inhibitor: human furin inhibitors, primary screen, biochemical, fluorescence intensity. P09958. purified furin, fluorogenic substrate cleavage. inhibition, % at 30 µM. hit rate 0.061% among 220,000. AID 463115, 2010; in the data active means inhibition above about 25%; further: inactives centre near -15
Target sequence (P09958 108-714 limits assumed): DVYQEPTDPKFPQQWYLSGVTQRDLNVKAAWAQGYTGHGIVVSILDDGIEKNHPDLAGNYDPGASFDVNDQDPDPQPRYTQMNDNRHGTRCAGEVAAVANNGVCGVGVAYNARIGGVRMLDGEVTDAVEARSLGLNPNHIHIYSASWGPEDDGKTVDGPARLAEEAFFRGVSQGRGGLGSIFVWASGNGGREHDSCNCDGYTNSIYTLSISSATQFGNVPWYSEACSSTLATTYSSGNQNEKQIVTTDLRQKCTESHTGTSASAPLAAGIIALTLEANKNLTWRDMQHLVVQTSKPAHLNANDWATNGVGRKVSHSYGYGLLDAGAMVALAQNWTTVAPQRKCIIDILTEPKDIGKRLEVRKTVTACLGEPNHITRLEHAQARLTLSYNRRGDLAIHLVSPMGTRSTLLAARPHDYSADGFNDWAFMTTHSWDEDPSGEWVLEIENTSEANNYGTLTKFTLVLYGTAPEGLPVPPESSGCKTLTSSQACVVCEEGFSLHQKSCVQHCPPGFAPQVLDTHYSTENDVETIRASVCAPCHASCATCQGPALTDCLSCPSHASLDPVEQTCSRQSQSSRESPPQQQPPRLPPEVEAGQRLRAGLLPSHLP
eIF4E 4G PPI: eIF4E–eIF4G protein interaction inhibitors, primary screen, biochemical, uHTS, TR-FRET, eIF4GI fragment | AID 782, 2007 | Eukaryotic translation initiation factor 4E (Mus musculus) + Eukaryotic translation … | inhibition, % at 21.7 µM | hit rate 0.37% among 220,000 | TR-FRET eIF4E-eIF4GI(517-606) binding, 2 h;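 further: 0% = full FRET control wells and 100% = background wells lacking eIF4GI fragment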
hK5 inh: human KLK5 protease inhibitors, primary screen, biochemical, 1536-well | Kallikrein-5 (Homo sapiens), Q9Y337 | AID 873, 2007 | inhibition, % at 5 µM | hit rate 0.59% among 210,000 | recombinant hK5, fluorogenic AMC substrate cleavage;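 active means inhibition of 40% or more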;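 further: 0% = enzyme controls without compound and 100% = no-enzyme blanks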
Target sequence (Q9Y337 67-293 limits assumed): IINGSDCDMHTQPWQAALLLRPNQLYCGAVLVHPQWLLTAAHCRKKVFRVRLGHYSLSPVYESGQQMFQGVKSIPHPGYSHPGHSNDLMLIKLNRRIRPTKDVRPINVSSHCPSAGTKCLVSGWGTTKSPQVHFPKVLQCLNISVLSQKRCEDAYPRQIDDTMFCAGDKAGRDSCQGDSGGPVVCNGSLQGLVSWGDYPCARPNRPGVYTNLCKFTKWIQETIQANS
p47phox inh: p47phox/p22phox peptide binding inhibitors, primary screen, biochemical, uHTS, NADPH oxidase regulatory subunit. Neutrophil cytosol factor 1 (Homo sapiens), P14598. fluorescence polarization, 2 h. inhibition, % at 24.7 µM. hit rate 0.53% among 220,000;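 further: 0% = p47phox with labelled peptide and 100% = labelled peptide alone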
14-3-3 Bad inh: inhibitors of 14-3-3 zeta/Bad binding, primary screen, biochemical, TR-FRET, bovine 14-3-3 zeta; TR-FRET 14-3-3zeta/Dy647-pBad peptide displacement, 1 h; inhibition, % at 21.7 µM; 14-3-3 protein zeta/delta (Bos taurus), P63103; AID 781, 2007; hit rate 0.71% among 220,000;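 active means inhibition above about 70%, limit read from the data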;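 further: 0% = full 14-3-3 plus peptide FRET controls and 100% = background without 14-3-3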
Target sequence (P63103 whole entry, looked up): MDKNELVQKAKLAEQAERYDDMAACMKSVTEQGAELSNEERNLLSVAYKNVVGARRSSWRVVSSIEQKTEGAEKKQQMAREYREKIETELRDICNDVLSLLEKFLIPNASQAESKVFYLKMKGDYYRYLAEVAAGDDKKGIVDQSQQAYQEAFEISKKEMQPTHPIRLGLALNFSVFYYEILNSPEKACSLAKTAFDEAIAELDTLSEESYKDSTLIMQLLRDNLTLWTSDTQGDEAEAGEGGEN
thrombin 1536: human alpha-thrombin inhibitors, primary screen, counter-screen for coagulation protease inhibitor project, biochemical, 1536-well, fluorogenic AMC substrate | Prothrombin (Homo sapiens), P00734 | Boc-VPR-AMC fluorogenic substrate cleavage | inhibition, % at 5 µM | hit rate 0.26% among 220,000 | AID 1046, 2008;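 active means inhibition at or above 40%; inactive means inhibition below 40%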;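 further: 0% = enzyme with no compound and 100% = wells without enzyme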
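Material: human alpha-thrombin protein. Incubation: reaction at ambient temperature. Technique: fluorescence of released AMC, ex 355 nm, em 460 nm. Control set: no-compound enzyme wells and no-enzyme blanks. Also added: Boc-VPR-AMC substrate, 15 µM final. Buffer or medium: pH 7.5 Tris (50 mM) with NaCl 150 mM, Tween 20 0.05%.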
Starred values were filed as active, the others as inactive; / = not tested or not shown; [ ] = another dose, or the depositor's remark.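 How the source made its calls, unless noted: active means inhibition above about 30% (limit read from the data); inactive means the rest.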

Molecule | hK5 inh | Furin inhibitor | eIF4E 4G PPI | 14-3-3 Bad inh | p47phox inh | Rad51 HR inh | thrombin 1536 | EBV gp42 inh | Cl transport mod
N/C(=N\N=C\c1cccs1)SC1CC(=O)N(c2ccc(Br)cc2)C1=O (stereo unspecified) | 3 | -13 | 2 | -1 | -9 | -4 | -12 | -10 | -0.86
Cc1cc(C)nc(NNC2=CC(=[N+]3CCCCC3)CC(C)(C)C2)n1 | 2 | -16 | 7 | 5 | -2 | 18 | 11 | -27 | -1.1
COc1ccc(N=Cc2[nH]c3ccccc3c2O)cc1 | 3 | -21 | 0 | -28 | -30 | -366 | 7 | -141 | -2.7
CCC(C)(C)n1nnnc1C(c1cccs1)N1CCCCC1 (stereo unspecified) | -2 | -13 | 7 | -12 | -4 | 4 | -8 | -20 | -0.11
Cc1cccc(NC(=S)NCc2ccc(F)cc2)c1 | -5 | -6 | -5 | -10 | 2 | / | 4 | 5 | -0.17
CC(=O)c1ccc(NC(=O)c2ccc(CSc3ccccc3)o2)cc1 | -4 | -6 | 1 | 5[fluorescence artefact?] | -7 | 3 | -5 | 6 | -1.7
CC1CCN(C(C(=O)Nc2ccc3c(c2)OCO3)c2ccccc2)CC1 (stereo unspecified) | -2 | -5 | 4[fluorescence artefact?] | -1 | -8 | 1 | -1 | -8 | -1.8
CCn1c(CSCc2ccc(C)cc2)nnc1SCC(=O)NCc1ccccc1 | 5 | -17[20 µM] | -4 | -1 | -8 | 2 | -2 | -10 | -2.6
Cc1oc2ccc(NS(=O)(=O)c3ccc(C(C)(C)C)cc3)cc2c1C(=O)Nc1ccccc1 | -24 | -11 | 0 | 0 | -29 | 18 | -5 | -3 | -0.41
COCc1cc(N2CCCC2)nc(-c2ccccc2)n1 | 0 | -4 | -4 | -3 | 1 | 5 | 3 | -17 | -3.5*
O=C(NCCCn1ccnc1)C(Cc1ccc([N+](=O)[O-])cc1)N1C(=O)c2ccccc2C1=O (stereo unspecified) | -6 | 15[20 µM] | 4 | -3 | 16 | -9 | 6 | -10 | 0.42
CC(C)Sc1n[nH]c2nc3c(c(=O)n12)C1(CCCC1)Cc1ccccc1-3 | -12 | -21[20 µM] | 5 | 3 | 1 | -10 | -3 | -15 | /
Cc1ccc(C(=O)NCC(=O)OCC(=O)c2ccc(C)c([N+](=O)[O-])c2)cc1 | -4 | -6 | 0 | 1[fluorescence artefact?] | 1 | -1 | -4 | -9 | 0.79
O=C(Nc1nc2ccccc2s1)c1ccc(F)cc1 | 1 | -28 | 0 | -5 | -7 | -5 | -7 | -5 | -0.96
CCCCOC(=O)Cn1c(=O)oc2ccc(C)cc21 | 3 | -21 | 3[fluorescence artefact?] | 2[fluorescence artefact?] | -3 | 0 | -3 | 2 | 0.0071
C=CCNC(=O)COc1ccc(Oc2ccccc2)cc1 | -4 | -19 | -1 | -4 | 1 | 4 | -10 | -6 | -1.1
CC(C)(C)n1nc2c(c1NC(=O)CCCc1ccccc1)CS(=O)C2 (stereo unspecified) | 2 | -18 | -5[fluorescence artefact?] | 6 | -5 | -2 | -1 | -10 | /
Cc1ccc2cccc(NC(=S)NC(=O)c3ccnn3C)c2n1 | -2 | -9[20 µM] | 0 | 16 | 16 | 0 | 3 | -12 | 1
Cc1ccc(N2C(=O)c3ccc(C(=O)N4CCN(Cc5ccccc5)CC4)cc3C2=O)cc1 | -3 | -19 | -2 | -4 | -8 | -10 | -2 | -9 | -0.024
CC12C(=O)N(c3ccccn3)C(=O)C1C1C=CC2C1 (stereo unspecified) | 0 | -10 | -1[fluorescence artefact?] | -5 | 0 | 8 | -1 | -7 | 0.58
CCc1c(O)cc2n(c1=O)-c1ccccc1C2(C)C | -3 | -12[20 µM] | -1 | -6[fluorescence artefact?] | -6 | 2 | 1 | 1 | -0.6
C#CC[N+]1(CC#Cc2ccc(C)cc2)CCCCC1 | -19 | -22 | 5[fluorescence artefact?] | 2[fluorescence artefact?] | -10 | / | -3 | -5 | -0.023
CCOC(=O)N1CCN(S(=O)(=O)c2ccc3[nH]c(=O)sc3c2)CC1 | 0 | -4 | -3 | 14 | -11 | / | -6 | -14 | 0.41
CCS(=O)(=O)N1CCC(C(=O)NCc2ccco2)CC1 | -30 | -27 | 0[fluorescence artefact?] | -13[fluorescence artefact?] | -2 | 12 | -4 | -11 | -0.3
CCN(CC)C(=O)C1=C(C)NC(=O)NC1c1c(F)cccc1Cl (stereo unspecified) | -16 | 21[20 µM] | 3 | 6[fluorescence artefact?] | -18 | -8 | 1 | -11 | 0.06
COC(=O)c1ccc(CSc2nc3c(cnn3-c3ccc(C)cc3)c(=O)[nH]2)o1 | -13 | -13[20 µM] | -2 | 20 | -10 | -84 | 3 | -15 | 0.68
COc1ccc(/C=C/C(=O)c2ccoc2)cc1 | -16 | -14[20 µM] | -6 | -5 | -12 | -3 | -7 | -11 | /
CC1CCN(C2CCN(S(=O)(=O)c3ccc(F)cc3)CC2)CC1 | -20 | -9[20 µM] | 7 | 62 | -12 | -5 | -4 | 3 | 1
O=C(OCn1ncc(Cl)c(Cl)c1=O)c1ccc(F)cc1 | 2 | -18[20 µM] | -4[fluorescence artefact?] | -10 | 4 | -3 | -1 | -15 | -4.1*
O=C(O)CC(C(=O)O)N1C(=O)/C(=C/C=C/c2ccco2)SC1=S (stereo unspecified) | 3 | -4 | 32* | 74* | -44 | / | -9 | -11 | 1
Cn1nccc1C(=O)Oc1ccc(/C=N/NC(=O)c2ccccc2O)cc1 | 10 | -34 | 2 | -13 | 3 | 26 | -7 | 1 | 0.81
COc1cc2c(cc1O)CC[n+]1cc3c(OC)c(OC)ccc3cc1-2 | 0 | 13 | -7 | -6[fluorescence artefact?] | -6 | 11 | 7 | 0 | 0.15
CCc1ccc(NC(=O)c2cnn3ccccc23)cc1 | -21 | -22 | -1 | -2 | -5 | 0 | -7 | -15 | -2.1
Cc1ccc(-c2nc(C)sc2CC(=O)OCC(=O)Nc2c(F)cccc2F)cc1 | -5 | -19 | 0 | 3 | -4 | -14 | -4 | -12 | -0.12
COc1ccc(/C=N/N2CCOCC2)cc1Cn1nc(C)c([N+](=O)[O-])c1C | -3 | -10 | 5 | -8 | -8 | 6 | 0 | -17 | -0.29
COc1ccc2c(c1)cc1n2CCN=C1NCCO | 12 | -8[20 µM] | 4 | 15 | 0 | -4 | 5 | -5 | /

By substructure: the entries above with a tert-butyl group (two)
Molecule | hK5 inh | Furin inhibitor | eIF4E 4G PPI | 14-3-3 Bad inh | p47phox inh | Rad51 HR inh | thrombin 1536 | EBV gp42 inh | Cl transport mod
Cc1oc2ccc(NS(=O)(=O)c3ccc(C(C)(C)C)cc3)cc2c1C(=O)Nc1ccccc1 | -24 | -11 | 0 | 0 | -29 | 18 | -5 | -3 | -0.41
CC(C)(C)n1nc2c(c1NC(=O)CCCc1ccccc1)CS(=O)C2 (stereo unspecified) | 2 | -18 | -5[fluorescence artefact?] | 6 | -5 | -2 | -1 | -10 | /

The results go on:
Molecule | hK5 inh | Furin inhibitor | eIF4E 4G PPI | 14-3-3 Bad inh | p47phox inh | Rad51 HR inh | thrombin 1536 | EBV gp42 inh | Cl transport mod
CCCCCc1nc2c(C#N)c(-c3ccc(Cl)cc3)ccn2n1 | -20 | -17[20 µM] | -1 | 24 | -8 | -3 | 3 | 3 | -0.44
C1CCCCCC2(CCCCC1)OCC(CN1CCOCC1)O2 (stereo unspecified) | -10 | -20 | 0 | -16 | -12 | 1 | -13 | -7 | -0.22
Cc1ccc(SCCC(=O)Nc2ccccc2C(=O)NC(C)C)cc1 | 14 | -10 | 5[fluorescence artefact?] | -4 | -1 | -6 | -9 | 4 | 1.2
COc1ccc(CNC(=O)/C=C/C(=O)O)cc1OC | -17 | 0 | 10[fluorescence artefact?] | 1 | -5 | 8 | -10 | -13 | 0.37
COc1ccc(OC)c(NC(=O)C2CCCN(S(=O)(=O)c3c(C)noc3C)C2)c1 (stereo unspecified) | 2 | -25 | -6 | 3 | -20 | -5 | 0 | -13 | /
CCOc1ccc(/C=N/NC(=S)Nc2c(C)cccc2C)cc1 | -3 | -19[20 µM] | 13 | -10 | -10 | 5 | 5 | -15 | /
O=C(CSc1nnnn1-c1ccc(O)cc1)Nc1cccc(S(=O)(=O)N2CCCC2)c1 | -3 | -13[20 µM] | 4 | 10 | -8 | 4 | -1 | -15 | /
CC(C)C1COC(c2cccn2Cc2ccccc2Cl)=N1 (stereo unspecified) | -15 | -27 | -8 | -6 | -9 | -9 | 1 | 2 | 0.73
COc1ccc(-c2nc(-c3ccccc3)c(-c3cccs3)[nH]2)cc1OC | -33 | -42[20 µM] | -2[fluorescence artefact?] | -15 | -38 | -53 | -10 | 1 | -5.4*
CCCCCn1c(=NC(C)=O)c(C#N)cc2c(=O)n3ccccc3nc21 | -288 | -87 | / | / | -12 | / | -14 | -11 | -1
CCCCCCCc1nn2c(=O)cc(O)nc2s1 | -11 | -13 | 4 | 2 | -31 | -6 | -19 | -20 | 0.59
O=C(C1CCN(S(=O)(=O)c2cccc3nsnc23)CC1)N1CCc2ccccc2C1 | -19 | -7 | 10 | -11[fluorescence artefact?] | -8 | / | 5 | -25 | -6*
O=C(c1ccc(-n2nc(C(F)(F)F)c3c2CCCC3)cc1)N1CCOCC1 | -3 | -9 | 2 | -13 | 12 | 28 | 8 | 3 | -0.05
O=C1C(C2=NC(c3ccccn3)C3C(=O)N(c4ccc(Cl)cc4Cl)C(=O)C23)=C(O)c2ccccc21 (stereo unspecified) | -1 | -28 | 0 | -1 | -7 | 17 | 0 | -17 | /
COc1cccc(N2CC(C)Cn3c2nc2c3c(=O)n(CCN3CCOCC3)c(=O)n2C)c1 (stereo unspecified) | -1 | -11 | -1 | 4 | -11 | -4 | -4 | -14 | /
COc1ccc(NC(=O)Nc2nnc(CC(=O)NCc3ccccc3)s2)cc1 | 0 | -18 | -1 | -10 | 7 | / | -5 | -14 | 1.4
CC(C)(C)NC1=CC(=O)OC12CCCCC2 | -13 | 1 | -11 | -1 | -16 | -7 | 3 | -14 | 1.1
C/C(=N/NC(=O)CN1CCN(Cc2ccccc2Cl)CC1)c1cccs1 | 4 | -24 | -3 | 1 | -2 | / | -1 | -15 | -0.72
NS(=O)(=O)c1ccc(-c2ccc(/C=N/NC(=O)c3ccccc3O)o2)cc1 | 2 | -19 | -6 | -8 | -19 | -4 | -3 | -18 | -0.41

Of the compounds above, these contain a cyano group.
Molecule | hK5 inh | Furin inhibitor | eIF4E 4G PPI | 14-3-3 Bad inh | p47phox inh | Rad51 HR inh | thrombin 1536 | EBV gp42 inh | Cl transport mod
CCCCCc1nc2c(C#N)c(-c3ccc(Cl)cc3)ccn2n1 | -20 | -17[20 µM] | -1 | 24 | -8 | -3 | 3 | 3 | -0.44
CCCCCn1c(=NC(C)=O)c(C#N)cc2c(=O)n3ccccc3nc21 | -288 | -87 | / | / | -12 | / | -14 | -11 | -1
